Compound activity: PubChem, several laboratories
IL1B cytotox: cytotoxicity in IL-1B stimulated HUVEC, primary screen, cytotoxicity control for IL-1B NFkB translocation project, imaging, Hoechst nuclear count, IL-1B stimulus; cell count reduction, % at 2 µM; hit rate 0.41% among 94,000; HUVEC cell count loss;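 active means cell count reduction more than 3 SD above the screen-wide mean, cut at about 70% in these data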;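 further: normalized per plate to untreated control cells as the no-loss baseline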
TNFa cytotox: cytotoxicity in TNFa-stimulated HUVEC, primary screen, cytotoxicity control for VCAM1 expression modulator project, imaging, Hoechst nuclei count; HUVEC TNFalpha-stimulated, Hoechst cell count; cell count reduction, % at 2 µM; hit rate 0.17% among 93,000; AID 848, 2007;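 active means cell count reduction exceeding the screen mean by over 5 SD, scaled to untreated wells per plate, cut at about 78% in these data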;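 further: cells counted after 24 h of TNF alpha exposure following the 1 h pretreatment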
cytoskel mod: modifiers of F-actin cytoskeleton organization, primary screen, imaging, HUVEC, phalloidin staining, high-content imaging. HUVEC TNFa F-actin phalloidin imaging. inhibition, % at 2 µM. hit rate 0.18% among 91,000. AID 836, 2007;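 active means inhibition above the batch mean plus 3 SD and confirmed as a hit by visual image inspection, cut at about 30% in these data, passing the limit was not always enough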; further: strong numbers were not always called active
sEH activator: soluble epoxide hydrolase activators, primary screen, biochemical, human sEH | Bifunctional epoxide hydrolase 2 (Homo sapiens), P34913 | activation, % at 2 µM | hit rate 0.04% among 91,000 | purified human sEH enzymatic activity, activator screen; in the data active means activation above about 37%; further: values of inactives mirror those of a sister screen read the other way
sEH inh: soluble epoxide hydrolase inhibitors, primary screen, biochemical, human sEH; hit rate 0.34% among 91,000; recombinant human sEH enzymatic activity assay; inhibition, % at 2 µM; in the data active means inhibition above about 80%; further: values of inactives mirror those of a sister screen read the other way; many of its hits are not listed in these tables
Smad3 inh: Smad3/FoxH1 peptide binding inhibitors, primary screen, biochemical, TR-FRET | AID 630, 2007 | TR-FRET Smad3/Dy647-FoxH1 peptide binding, europium anti-His | hit rate 0.29% among 88,000 | Mothers against decapentaplegic homolog 3 (Homo sapiens), P84022 | inhibition, % at 25 µM;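 active means compounds that reduce the energy-transfer binding signal between the protein and its labelled peptide by more than half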;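 further: 0% = Smad3 plus labelled peptide maximal FRET and 100% = peptide-only background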
Target sequence (P84022 whole entry, looked up): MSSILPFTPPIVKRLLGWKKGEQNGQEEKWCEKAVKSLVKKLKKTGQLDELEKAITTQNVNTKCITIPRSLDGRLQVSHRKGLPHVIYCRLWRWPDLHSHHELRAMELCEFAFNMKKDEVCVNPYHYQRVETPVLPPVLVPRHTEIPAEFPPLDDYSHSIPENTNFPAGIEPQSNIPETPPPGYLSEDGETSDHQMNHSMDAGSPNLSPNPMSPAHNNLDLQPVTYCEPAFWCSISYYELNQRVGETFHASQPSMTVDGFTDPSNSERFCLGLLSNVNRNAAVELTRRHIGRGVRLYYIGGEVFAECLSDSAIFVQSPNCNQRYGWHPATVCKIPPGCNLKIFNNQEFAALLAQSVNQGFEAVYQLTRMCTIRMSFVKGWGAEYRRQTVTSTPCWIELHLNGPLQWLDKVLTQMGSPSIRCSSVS
Candida biofilm: clotrimazole potentiators killing Candida biofilms, primary screen, with clotrimazole, Alamar Blue | C. albicans biofilm + clotrimazole | inhibition, % at 6 µM | hit rate 0.14% among 85,000 | AID 834, 2007;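 active means inhibition above 20%; inactive means inhibition below 20%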;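 further: preformed 24 hr biofilms exposed to compound for 48 hr; 0% = biofilm without compound and 100% = blank killed by clotrimazole plus chlorhexidine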
VCAM1 TNFa inh: inhibitors of TNFa-induced VCAM1 expression, primary screen, imaging, HUVEC, TNFa stimulus, immunofluorescence | hit rate 0.48% among 95,000 | inhibition, % at 2 µM | HUVEC TNFa-induced VCAM-1 immunofluorescence, high-content imaging;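 active means inhibition above the batch mean plus 3 SD, with images confirmed as a hit by eye, cut at about 37% in these data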;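 further: 0% = TNF-stimulated DMSO wells and 100% = unstimulated control wells; not every result past the cut was called active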
ERb SRC1 inh: inhibitors of ERβ-SRC1 coactivator interaction, primary screen, biochemical, TR-FRET, ERβ LBD, SRC-1 peptide; AID 633, 2007; TR-FRET ER-beta LBD / SRC1-Cy5 peptide binding; receptor agonist-loaded with 1 µM estradiol; inhibition, % at 25.6 µM; hit rate 1.3% among 86,000;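 active means compounds whose percent inhibition of the receptor-coactivator binding signal exceeds about 50% in the single-dose screen, limit read from the data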;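 further: 0% = receptor plus peptide wells without compound and 100% = peptide-only wells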
Target sequence (Q92731 whole entry, looked up, the tested form may be a part): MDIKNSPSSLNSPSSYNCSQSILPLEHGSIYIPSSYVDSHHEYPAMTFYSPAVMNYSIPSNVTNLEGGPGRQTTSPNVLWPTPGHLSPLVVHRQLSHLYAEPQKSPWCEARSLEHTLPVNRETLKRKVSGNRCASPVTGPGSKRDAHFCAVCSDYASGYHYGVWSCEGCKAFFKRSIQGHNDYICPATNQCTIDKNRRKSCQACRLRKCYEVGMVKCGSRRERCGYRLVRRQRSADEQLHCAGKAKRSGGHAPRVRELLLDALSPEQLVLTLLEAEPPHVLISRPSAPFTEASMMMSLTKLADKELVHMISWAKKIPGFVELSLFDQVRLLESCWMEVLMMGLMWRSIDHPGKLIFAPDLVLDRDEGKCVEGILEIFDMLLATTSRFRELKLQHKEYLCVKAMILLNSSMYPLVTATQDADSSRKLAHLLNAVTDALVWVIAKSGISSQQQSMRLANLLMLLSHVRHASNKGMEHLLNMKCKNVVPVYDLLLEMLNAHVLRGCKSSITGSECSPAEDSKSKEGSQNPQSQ
* = called active by the depositor; . = not tested or not shown; [ ] = another dose, or the depositor's remark. These rows are one share of the data. The share of hits here may be higher or lower than overall.

smiles,IL1B cytotox,TNFa cytotox,cytoskel mod,sEH activator,sEH inh,Smad3 inh,Candida biofilm,VCAM1 TNFa inh,ERb SRC1 inh
Brc1cnc(N2CCCC2)nc1N1CCOCC1,20,-7,-5,-9,12,1,7,3,0
O=C(NCc1ccccc1)c1ccc2c(=O)n(CC3CCCO3)c(=S)[nH]c2c1 (stereo unspecified),-27,0,-28,-42,41,.,.,5,.
COC(=O)CNC(=O)c1ccccc1C,-14,-7,-5,-1,3,2,5,5,-5
CCCC(C(=O)n1nc(C)cc1C)C(NS(=O)(=O)c1ccc(C)cc1)c1ccccc1 (stereo unspecified),-2,-23,-4,-9,10,.,.,-39,.
CCOC(=O)C1=C(C)N(c2ccccc2)C(=O)C1,-20,-18,-10,-8,6,7,4,8,0
O=S(=O)(/N=C(/Nc1cc(N2CCOCC2)ncn1)c1ccc(F)cc1)c1ccccc1,-9,18,-26,16,-12,15[fluorescence artefact?],5,2,3
Cn1nnc(NC(=O)c2cccc(F)c2)n1,56,3,-23,14,-16,-9,0,-6,3
COC(=O)/C(=C/c1c[nH]c2ccccc12)[N+](=O)[O-],-15,-9,3,14,-12,.,.,3,.
Cc1cccc(N(CC(=O)NCCSCc2ccco2)S(=O)(=O)c2ccccc2)c1,-101,-10,-13,4,-6,.,.,-27,.
CC(=O)C1=C(O)C(=O)N(c2nccs2)C1c1ccccc1 (stereo unspecified),9,-35,.,-5,4,0,2,-17,-3[fluorescence artefact?]
CCCNC(=O)c1cccc(COCC(F)(F)F)c1,-1,-8,-4,6,-2,-14,1,4,-1[fluorescence artefact?]
CCOC(=O)c1cnc2c(N=Nc3ccccc3)c(N)nn2c1N,.,-14,-22,-9,9,.,.,18,.
Cc1ccccc1Cn1cc(/C=N/n2cnnc2)c2ccccc21,-24,-9,-15,-7,7,4,4,-7,-5
O=C1c2ccc(-c3nc4ccccc4o3)cc2C(=O)N1Cc1ccccc1,13,22,-5,12,-9,.,.,18,.
Cc1[nH]nc2c1C1(CCN(Cc3ccccc3)CC1)C(C#N)=C(N)O2,-19,8,-13,15,-15,-7,-2,7,-4[fluorescence artefact?]
Cc1ccc(S(=O)(=O)N2CCN(C(=O)CCC(=O)OCC(=O)Nc3cccc(C#N)c3)CC2)cc1,-9,-12,-16,-2,1,3[fluorescence artefact?],5,14,4
COc1cccc(NC(=O)Cc2nnc(SCCOc3ccccc3)n2C)c1,10,4,4,-6,6,-3,9,4,10
O=C(O)CCC(=O)N1CCN(c2nc3ccccc3s2)CC1,-5,-16,-3,-6,9,11,8,25,-10
Cc1noc(C)c1COC(=O)CCC(=O)c1ccc(F)cc1,16,0,-10,-4,7,-6,3,1,-5[fluorescence artefact?]
CCCN(CCC)C(=O)Cn1c(=O)n(CCCCC(=O)NCc2ccco2)c(=O)c2ccccc21,-5,-27,-14,-8,10,-3,6,11,-1[fluorescence artefact?]
CCCCC1(C)OC(=O)C(=Cc2ccc(N(CC)CC)cc2)C(=O)O1 (stereo unspecified),21,-6,-10,4,-5,.,.,6,.
COc1ccc(/C=N/c2c(-c3ccco3)nc3ccccn23)cc1OC,-12,-48,5,-5,5,.,.,-20,.
CSCCC1(C(=O)O)NC(c2ccccc2O)C2C(=O)N(C(C)C)C(=O)C21 (stereo unspecified),-25,1,-4,-3,5,1,-4,13,-4
COC(=O)Cn1cnc2sc(C)c(S(=O)(=O)N3CCN(c4ccccc4OC)CC3)c2c1=O,-10,-12,-5,.,.,13,9,1,2[fluorescence artefact?]
Cc1ccc(Sc2ncnc3onc(C)c23)cc1,-19,-14,4,-8,8,4,5,12,0

Some of the entries so far, with values under each structure:
Results follow in this order: IL1B cytotox, TNFa cytotox, cytoskel mod, sEH activator, sEH inh, Smad3 inh, Candida biofilm, VCAM1 TNFa inh, ERb SRC1 inh
> Brc1cnc(N2CCCC2)nc1N1CCOCC1
    20, -7, -5, -9, 12, 1, 7, 3, 0
> O=C(NCc1ccccc1)c1ccc2c(=O)n(CC3CCCO3)c(=S)[nH]c2c1 (stereo unspecified)
    -27, 0, -28, -42, 41, ., ., 5, .
> COC(=O)CNC(=O)c1ccccc1C
    -14, -7, -5, -1, 3, 2, 5, 5, -5
> CCCC(C(=O)n1nc(C)cc1C)C(NS(=O)(=O)c1ccc(C)cc1)c1ccccc1 (stereo unspecified)
    -2, -23, -4, -9, 10, ., ., -39, .
> CCOC(=O)C1=C(C)N(c2ccccc2)C(=O)C1
    -20, -18, -10, -8, 6, 7, 4, 8, 0
> O=S(=O)(/N=C(/Nc1cc(N2CCOCC2)ncn1)c1ccc(F)cc1)c1ccccc1
    -9, 18, -26, 16, -12, 15[fluorescence artefact?], 5, 2, 3
> Cn1nnc(NC(=O)c2cccc(F)c2)n1
    56, 3, -23, 14, -16, -9, 0, -6, 3
> COC(=O)/C(=C/c1c[nH]c2ccccc12)[N+](=O)[O-]
    -15, -9, 3, 14, -12, ., ., 3, .
> Cc1cccc(N(CC(=O)NCCSCc2ccco2)S(=O)(=O)c2ccccc2)c1
    -101, -10, -13, 4, -6, ., ., -27, .

Next part.
smiles,IL1B cytotox,TNFa cytotox,cytoskel mod,sEH activator,sEH inh,Smad3 inh,Candida biofilm,VCAM1 TNFa inh,ERb SRC1 inh
CCCC1=NN2C(=N)/C(=C\c3ccc(SCc4ccco4)o3)C(=O)N=C2S1,-23,-26,-10,-4,6,10,2,21,70*
COc1ccc(N2CCN(c3oc(COc4ccc(Cl)cc4)nc3C#N)CC2)cc1,11,-11,-13,.,.,.,.,9,.
COc1ccccc1NC(=O)c1cc(S(=O)(=O)N2CCOCC2)ccc1Cl,-1,14,-46,8,-9,4,6,17,-11[fluorescence artefact?]
CCCC(=O)Nc1cc(=O)n(C)c(=O)n1C,-3,-17,-2,.,.,8,8,6,0
COc1cccc(C(=O)NCc2nnc(SCC(=O)Nc3nccs3)n2-c2cccc(C)c2)c1,-30,-20,-7,11,-10,2,7,4,-24[fluorescence artefact?]
O=C(c1ccc(F)cc1)C(CN1CCOCC1)c1ccccc1 (stereo unspecified),-12,-22,-3,-16,16,-1,9,7,-8
CS/C(=C\[N+](=O)[O-])Nc1ccc(F)cc1,-19,27,4,3,-2,-7,4,-3,-2[fluorescence artefact?]
CC1CCCN(CCC(=O)Nc2ccc3c(c2)CCC3)C1 (stereo unspecified),-9,-16,17,5,-5,6[fluorescence artefact?],7,4,-8
CSc1ccccc1-c1nnc(-c2ccc(C)cc2)o1,-10,-10,7,20,-18,.,.,-2,.
CCC(C)[C@H](NC(=O)NC1CCN(Cc2ccccc2)CC1)C(=O)OC (stereo partly specified),6,1,-16,1,0,3,5,22,-14[fluorescence artefact?]
CC(C)Nc1nc(SCC(N)=O)nc(N2CCOCC2)n1,6,-27,.,-6,6,8,-1,5,-2
CSc1nc2sc3c(c2c2nnnn12)CCCC3,7,62,-31,18,-16,12[fluorescence artefact?],-4,53,-7
O=C(CN1CCN(S(=O)(=O)c2ccc(F)cc2)CC1)Nc1ccccc1F,-37,-27,.,-5,6,-5,-1,-18,28
COc1cc(NC(=O)C2CCCN(S(=O)(=O)c3cccc4nsnc34)C2)cc(OC)c1 (stereo unspecified),3,5,-13,-7,8,.,.,-2,.
CC1CCN(c2oc(-c3ccccc3F)nc2C#N)CC1,-20,1,-10,4,-4,2,6,17,-17
Cc1ccc2nc(N3C(=O)C(O)=C(C(=O)c4ccco4)C3c3cccs3)sc2c1 (stereo unspecified),-18,31,16,0,0,.,.,21,.
COC(=O)c1cnn2c(C(F)(F)F)cc(-c3ccccc3)nc12,-8,-9,-10,1,2,7,4,7,-7
CCCc1cc(NCC2CCCO2)n2c(nc3ccccc32)c1C#N (stereo unspecified),-90,-29,-4,-20,19,-1,10,-9,-4
O=[N+]([O-])c1nn(-c2ccc3c(c2)OCCO3)n(O)c1=NCCCO,.,-16,6,-12,13,1,1,-4,2
CCC1CCCCN1C(=O)CSc1nc2ccsc2c(=O)n1Cc1ccccc1 (stereo unspecified),-6,6,-11,-2,0,2,9,-2,-6
COc1ccc(CCn2c(-c3ccco3)nc3ccccc3c2=O)cc1OC,-59,-21,-2,-5,5,-6,-1,-15,10[fluorescence artefact?]
CCOC(=O)CSc1nnc(-c2ccc(OC)cc2OC)o1,4,.,-9,-14,15,1,-6,.,10
CCc1ccc(C2=CC(c3cc(Br)ccc3F)n3ncnc3N2)cc1 (stereo unspecified),.,-12,21,-16,17,1,3,7,-7
CN(C)S(=O)(=O)c1cccc(C(=O)OCC(=O)Nc2sccc2C#N)c1,3,-1,-19,4,-4,.,.,7,.
Cc1ccccc1OCC(=O)N(Cc1cccs1)C1CCS(=O)(=O)C1 (stereo unspecified),-2,-16,10,12,-13,9,.,4,-12

(cont.)
SMILES	IL1B cytotox	TNFa cytotox	cytoskel mod	sEH activator	sEH inh	Smad3 inh	Candida biofilm	VCAM1 TNFa inh	ERb SRC1 inh
COc1ccc(CNC(=O)CSc2nc(-c3ccccc3)cc(-c3cccs3)c2C#N)cc1	2	-8	2	9	-13	-14	4	0	4[fluorescence artefact?]
Cc1ccccc1-n1cnnc1SCC(=O)N1CCN(c2ccccc2)CC1	-4	-8	1	-7	7	-10	2	2	3
CCN(CC)S(=O)(=O)c1ccc(C(=O)NCCCN=C2NS(=O)(=O)c3ccccc32)cc1	11	-4	2	-3	6	-4	-2	47	6[fluorescence artefact?]
C=CCNC(=O)c1c(Cl)cccc1Cl	8	.	47*	-17	15	.	.	-32	.
COc1cc(S(=O)(=O)N2CCN(C)CC2)c(OC)cc1Cl	-11	-34	.	10	-12	-2	5	-10	-11
CCN(CC)c1ccc(C(=O)OCC(=O)N2CCN(c3ccccc3)CC2)cc1	24	12	13	-8	8	-4	3	16	-1[fluorescence artefact?]
